UTI89 phage lysis: inhibition of K1F phage lysis, E. coli UTI89, bacterial capsule biogenesis inhibitors, alamar blue (AID 488966) | E. coli UTI89 K1F phage lysis, alamar blue, 2 h; higher % means a stronger effect | one-dose inhibition, % at 100 µM; IC50 in µM for titrated hits | 340,000 tested, 0.02% active;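 active means phage lysis inhibition, versus mean bacterial control, above a set limit; inconclusive means no clear call, values can overlap the other calls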;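 further: capsule biogenesis inhibitors block K1F phage lysis so surviving cells raise fluorescence; higher fluorescence means more inhibition of phage lysis; actives were called in the ten point dose series up to 300 µM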
LYP inhibition: inhibitors of LYP phosphatase, biochemical, fluorescence intensity, uHTS (AID 1779); inhibition, % at 11.5 µM; hits with a dose series show IC50 in µM; recombinant LYP phosphatase, fluorescence intensity; higher % means a stronger effect; 290,000 tested, 0.054% active; in the data active means inhibition above about 50%;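 further: plate controls were vehicle with enzyme for no effect and no enzyme for full effect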
GPR35 antagonists: GPR35 antagonists blocking zaprinast-driven arrestin recruitment, primary screen, imaging, U2OS, beta-arrestin-GFP, zaprinast agonist (AID 2058); one-dose inhibition, % at 10 µM; IC50 in µM for titrated hits; U2OS GPR35 beta-arrestin-GFP translocation imaging, zaprinast antagonism; higher % means a stronger effect; G-protein coupled receptor 35 (Homo sapiens); 290,000 tested, 0.052% active;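 active means inhibition of at least 50% with at least 30 cells and total cytoplasm GFP at most 10,000,000; inconclusive means under 30 cells or total GFP of 10,000,000 plus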
Autophagy mod: autophagy modulators in MEF cells, primary screen, imaging, high-content, MEF GFP-LC3 | MEF GFP-LC3 puncta imaging; test concentration mostly 10 µM | 190,000 tested, 0.98% active | AID 463193, 2010 | calls only at 10 µM (by protocol);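 active means percentage of spot-positive cells more than 3 SD above its plate mean, without a fluorescence outlier flag or 80% toxicity; inconclusive means no clear call, values can overlap the other calls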;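 further: spot-positive cell cutoff set from DMSO-treated cells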
WT yeast gro inh: growth inhibition of WT strain, primary screen, mitochondrial fusion inhibitor project, WT and mutant strains, chemical genetic; mitochondrial fusion phenotypic screen; AID 1362, 2008; inhibition, % at 10 µM; 190,000 tested, 2.1% active; in the data active means inhibition above about 58%; tested in S. cerevisiae
RSV CPE inhibition: RSV antiviral activity via CPE protection, HEp-2 cells, primary 10 µM value included (AID 2391); HEp-2 cells, RSV-induced CPE inhibition; higher % means a stronger effect; 310,000 tested, 0.13% active; CPE inhibition, % at 10 µM, or IC50 in µM where a hit was titrated; in the data active means a potency from the dose series; inconclusive means CPE inhibition mostly from about 23% at the one dose, without a potency; inactive means the rest, 99 in 100 with CPE inhibition below about 21%; further: strong numbers were not always called active
AID2073: inhibitors of Mint1-CaV2.2 protein interaction, biochemical, HTRF (AID 2073) | 290,000 tested, 0.19% active | HTRF protein-protein interaction, Mint1-CaV2.2; higher % means a stronger effect | inhibition, % at 20 µM; hits with a dose series show IC50 in µM | Voltage-dependent N-type calcium channel subunit alpha-1B (Homo sapiens); in the data active means inhibition mostly above about 51%, no sharp cut-off; inconclusive means no clear call, values can overlap the other calls; inactive means mostly below about 53%; further: some results filed as inactive read as strong as hits
Dengue-2 NS5 capping: Dengue-2 NS5 methyltransferase inhibitors, primary screen, biochemical, confirmation dose response (AID 588689) | Genome polyprotein (Dengue virus type 2 (strain 16681-PDK53)) | 340,000 tested, 0.3% active | Dengue-2 NS5 methyltransferase capping enzyme assay, biochemical; higher % means a stronger effect | inhibition, % at 25 µM, or IC50 in µM where a hit was titrated; in the data active means a potency from the dose series; inconclusive means inhibition above about 29% without an active follow-up result
NTR1 agonist: agonists of NTR1, primary screen, imaging, U2OS cells, beta-arrestin-GFP, high content (AID 493036) | 330,000 tested, 0.17% active | NTR1-U2OS beta-arrestin-GFP spot imaging, agonist mode | Neurotensin receptor type 1 (Homo sapiens), P30989 | activation, % at 20 µM;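 active means activation at or above 40% of the spot to cytoplasm intensity ratio, with at least 20 cells analyzed; inconclusive means wells under 20 cells, flagged as cytotoxic or low count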;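 further: 0% = DMSO without peptide and 100% = 100 nM NTR1 peptide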
Target sequence (P30989 whole entry, looked up): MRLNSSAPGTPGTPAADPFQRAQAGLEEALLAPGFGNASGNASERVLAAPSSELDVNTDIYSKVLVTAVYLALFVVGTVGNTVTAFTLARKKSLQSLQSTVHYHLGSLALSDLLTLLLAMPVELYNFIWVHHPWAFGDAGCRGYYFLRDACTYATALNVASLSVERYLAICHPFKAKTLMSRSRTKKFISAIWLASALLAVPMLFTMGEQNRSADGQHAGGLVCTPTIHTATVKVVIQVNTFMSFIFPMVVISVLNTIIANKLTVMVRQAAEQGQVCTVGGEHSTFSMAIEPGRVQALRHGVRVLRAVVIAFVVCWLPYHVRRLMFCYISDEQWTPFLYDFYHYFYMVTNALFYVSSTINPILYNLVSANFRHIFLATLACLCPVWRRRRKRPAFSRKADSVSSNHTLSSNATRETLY
WT yeast gro inh mutant strain: second read-out of WT yeast gro inh, no call of its own (marks repeat the call); inhibition, %; mitochondrial fusion phenotypic screen, mutant strain inhibition
Autophagy mod cell loss 18 h: second read-out of Autophagy mod, no call of its own (marks repeat the call); toxicity, %; measured here: cell loss, nuclei count;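 cell loss after 18 h compound exposure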
NTR1 agonist cell count 20 µM: further read-out of NTR1 agonist, marked with its call; cell count; measured here: cell count, cytotoxicity flag
Dengue-2 NS5 capping pilot replicate: second read-out of Dengue-2 NS5 capping, no call of its own (marks repeat the call); inhibition, %; measured here: pilot screen replicate inhibition
Active calls of the source: *; i = inactive; ? = inconclusive; / = no result given; [ ] = remark or other dose.

Sample of the layout, 2 compounds:
SMILES	UTI89 phage lysis	LYP inhibition	GPR35 antagonists	Autophagy mod	Autophagy mod cell loss 18 h	WT yeast gro inh	WT yeast gro inh mutant strain	RSV CPE inhibition	AID2073	Dengue-2 NS5 capping	NTR1 agonist	NTR1 agonist cell count 20 µM	others
Cc1ccc2c(c1)cc1c(=O)n(CC(=O)NCc3ccccn3)nc(C)n12	0.1%	-9%	-4%	/	/	/	/	4.4%	3%	7%	2.8	59
O=C(c1ccc(COCC(F)(F)F)o1)N1CCCC1	0.1%	-6%	2%	i	-29	5	6	1.1%	5%	-16%	0.9	46

The listing, from the start:
SMILES	UTI89 phage lysis	LYP inhibition	GPR35 antagonists	Autophagy mod	Autophagy mod cell loss 18 h	WT yeast gro inh	WT yeast gro inh mutant strain	RSV CPE inhibition	AID2073	Dengue-2 NS5 capping	NTR1 agonist	NTR1 agonist cell count 20 µM	others
Cc1ccc2c(c1)cc1c(=O)n(CC(=O)NCc3ccccn3)nc(C)n12	0.1%	-9%	-4%	/	/	/	/	4.4%	3%	7%	2.8	59
O=C(c1ccc(COCC(F)(F)F)o1)N1CCCC1	0.1%	-6%	2%	i	-29	5	6	1.1%	5%	-16%	0.9	46
CCS(=O)(=O)NCC(c1ccco1)N1CCN(c2ccc(F)cc2)CC1 (stereo not given)	3.7%[50 µM]	-7%	12%	i	4	-23	-25	2.1%	10%	-2%	-0.8	60
C/C(=N/NS(=O)(=O)c1ccc(C)c(C)c1)c1ccncc1	1.2%[50 µM]	-4%	-1%	/	/	/	/	-0.3%	-23%	1%	-1.1	53
CC1CCc2nc3ccc(S(=O)(=O)N4CCC(C(=O)O)CC4)cc3c(C(=O)O)c2C1 (stereo not given)	-0.8%	-8%	9%	/	/	/	/	2.6%	8%	3%	-1.7	37
COc1ccc(C2/C(=C(/O)c3ccc(C)cc3)C(=O)C(=O)N2C)cc1 (stereo not given)	0.1%	2%	-2%	i	9	-11	-4	0.2%	-6%	-2%	0.2	33
CCc1c(C)nc(SC/C=C/c2ccccc2)[nH]c1=O	0.4%	-10%	-8%	/	/	/	/	8.1%	2%	-3%	1.1	59
CCN1CCN(C(=O)/C=C/c2ccc([N+](=O)[O-])cc2)CC1	2.1%	-4%	8%	i	0	12	2	-0.5%	10%	-2%	-0.6	43
CCOC(=O)c1nc(C)[nH]c1C(=O)OCC	3.2%	-6%	9%	i	-15	2	7	-0.6%	-2%	2%	1.5	107
CCOc1ccc2ccccc2c1/C=N\NC(=O)OC	0.1%	-3%	1%	i	-9	7	-6	8.2%	8%	-11%	2.0	71
CCc1ccccc1S(=O)(=O)Cc1ccc(C(=O)NCc2cccs2)o1	0.0%	-1%	-3%	i	16	-12	0	-1.2%	-2%	10%	-0.6	98
CCN1C(=O)c2ccccc2S(=O)c2ccc(C(=O)NCCN(CC(C)C)CC(C)C)cc21 (stereo not given)	0.0%	0%	12%	/	/	/	/	0.4%	-14%	1%	-1.5	77
COCCNC(=O)CCCn1c(=O)c2cc(OC)c(OC)cc2n(CC(=O)c2ccc(Cl)cc2)c1=O	0.8%[50 µM]	-5%	-13%	i	19	-15	-3	1.1%	-13%	/	2.2	47
COc1ccc(NC(=O)C2CCN(C(=O)c3cccs3)CC2)cc1OC	2.2%	-5%	2%	i	12	-13	-43	2.1%	-2%	-8%	-0.2	62
O=C1c2ccccc2C(Nc2ccc(S(=O)(=O)N3CCCCC3)cc2)N1c1ccccn1 (stereo not given)	0.8%	-6%	-7%	/	/	4	-4	2.9%	26%	-4%	0.1	101
CCOC(=O)CSc1nc2ccsc2c(=O)[nH]1	0.6%	-8%	0%	i	6	11	19	-1.0%	10%	2%	1.6	69
Cc1cc(C)nc(NCc2ccc(Cl)cc2)n1	0.2%	-7%	-2%	/	/	/	/	0.3%	-2%	-2%	-0.5	58	Dengue-2 NS5 capping pilot replicate=-4.6
NC(=S)NC(c1ccccc1)c1ccncc1 (stereo not given)	-0.5%	/	/	/	/	/	/	0.8%	/	-3%	0.8	46
CCCNC(=O)/C(=C/c1cn(S(=O)(=O)N(C)C)c2ccccc12)NC(=O)c1ccc(OC)cc1	-0.4%	-1%	4%	i	10	11	10	0.6%	2%	0%	2.3	42
COc1cc(C2C(C#N)=C(N)Oc3c2oc(CO)cc3=O)ccc1OC(C)C (stereo not given)	0.8%	0%	-6%	i	6	0	-17	0.7%	-12%	-1%	-1.2	72
CCOc1ccc(C(=O)Nc2ccccc2N2CCN(C(=O)c3ccccc3)CC2)cc1[N+](=O)[O-]	0.1%	2%	-22%	/	/	/	/	?	9%	-4%	5.8	53
Cc1nc2cc(C(=O)OCC(=O)NC34CC5CC(CC(C5)C3)C4)ccc2n1-c1ccccc1	1.0%[50 µM]	-4%	2%	i	7	59*	-2.6*	7.9%	9%	0%	2.9	72
CC(C)CN(C(=O)COC(=O)c1cnc(Cl)c(Cl)c1)c1c(N)n(Cc2ccccc2)c(=O)[nH]c1=O	0.3%[50 µM]	/	/	/	/	/	/	1.6%	/	-2%	9.8	70
COC(=O)c1sccc1NC(=O)Nc1cc(C)ccc1C	5.6%	7%	-2%	i	-21	18	5	0.5%	8%	/	-0.9	77
Cc1cc(C)nc(NS(=O)(=O)c2ccc(N3C(=O)C4CC=C(Cl)CC4C3=O)cc2)n1 (stereo not given)	0.5%	-4%	19%	i	7	13	1	1.8%	0%	-4%	2.7	63	Dengue-2 NS5 capping pilot replicate=-5.2
CCCCCCOC(=O)Nc1ccc(S(=O)(=O)Nc2cccc([N+](=O)[O-])c2)cc1	0.1%	2%	-3%	i	2	-27	-13	5.6%	5%	-3%	3.0	38
O=C(O)c1ccc(OS(=O)(=O)c2ccc(Cl)s2)c(Cl)c1	-0.2%[50 µM]	/	/	/	/	/	/	3.2%	/	3%	0.1	56
CC(C)NC(=O)NS(=O)(=O)c1cnccc1NC1CC2CCC1C2 (stereo not given)	0.9%	-7%	-3%	i	2	-3	5	0.8%	0%	5%	-0.6	57
COc1cccc(OC)c1-c1nnc(-c2cn(C)c3ccccc23)o1	0.2%	-13%	8%	i	16	29	3	4.4%	17%	-4%	0.0	104
COc1ccc(NC2=C(C(C)=O)C(c3ccc(N(C)C)cc3)C(C(C)=O)C(C)(O)C2)cc1 (stereo not given)	-0.9%	-4%	16%	i	3	-5	15	-0.7%	2%	23%	1.7	49
NS(=O)(=O)c1ccc(Cl)cc1[N+](=O)[O-]	0.1%	-1%	12%	/	/	/	/	12%	3%	-1%	1.0	116
CCCSc1nc2c(c(=O)[nH]c(=O)n2C)n1CCc1ccccc1	-0.2%	-7%	-11%	i	7	14	7	-0.2%	-6%	6%	12	34
Cc1ccccc1C(=O)NCC(=O)OC(C)C(=O)Nc1cccc(S(=O)(=O)N2CCOCC2)c1 (stereo not given)	1.4%	/	/	/	/	/	/	-1.9%	/	-4%	0.3	59
CCn1c(COc2ccc(=O)n(-c3ccccc3)n2)nnc1SCc1cccc(OC)c1	0.0%	-7%	12%	i	4	0	10	1.6%	0%	4%	0.4	92
O=[N+]([O-])c1ccc(Nc2nc(N3CCOCC3)nc(N3CCOCC3)n2)cc1	3.0%	/	/	/	/	/	/	2.2%	/	9%	0.8	46
CCn1c(SCC(=O)N2CCCCC2)nc2c(c1=O)SC(C)C2 (stereo not given)	1.8%	0%	21%	i	9	-4	-13	7.1%	-5%	2%	14	79
COc1ccc(C)cc1NC(=O)C1CCN(S(=O)(=O)c2cccc3nonc23)CC1	0.1%	1%	2%	/	/	/	/	0.8%	0%	-2%	0.8	50
CCCCOC(=O)C(C)Nc1n[nH]c(=S)[nH]c1=O (stereo not given)	/	-7%	-4%	i	2	-13	-34	0.7%	-19%	/	5.4	82
Cc1sc(NC(=O)c2ccco2)nc1-c1ccc2c(c1)CC(C)N2C(=O)C1CC1 (stereo not given)	8.8%	2%	-4%	i	33	1	-3	-2.2%	19%	-6%	71*	61*
O=C(Nc1ccc(C(F)(F)F)cc1)c1csc(-c2ccncc2)n1	-0.6%	-1%	-12%	i	8	12	29	11%	9%	-3%	7.1	33
COc1ccc(-c2ccc(C#N)c(SCC(=O)NCCc3ccccc3)n2)cc1OC	0.3%	-10%	-6%	i	-1	7	-6	3.6%	32%	-2%	-0.7	87
Cn1cnnc1SCCC(=O)Nc1ccc(Cl)cc1	0.2%	-1%	-1%	i	-6	-5	-16	1.4%	3%	-8%	-3.0	88
Cc1c(OCC(=O)N[C@@H](Cc2ccccc2)C(=O)O)ccc2c3c(c(=O)oc12)CCC3	2.3%	-6%	-11%	/	/	/	/	1.4%	5%	3%	-1.7	84
O=C(Nc1ccc2c(c1)OCO2)Nc1ccc(Cl)cc1Cl	-0.3%	-4%	5%	i	-5	-5	-17	1.2%	-12%	-7%	0.3	69
CN1CCN(S(=O)(=O)c2ccc(N3CCN(c4ccc(O)cc4)CC3)c([N+](=O)[O-])c2)CC1	0.9%[50 µM]	/	/	/	/	/	/	-1.8%	/	-3%	0.1	53
CN(CC(=O)Nc1ccccc1Cl)C(=O)c1cccc(S(=O)(=O)N2CCN(Cc3ccccc3)CC2)c1	0.1%[50 µM]	/	/	/	/	/	/	7.9%	/	-6%	0.3	64
COc1ccc(C(C(=O)NC(C)(C)C)N(C(=O)CNC(=O)c2cccs2)c2ccc(C(C)C)cc2)cc1OC (stereo not given)	8.4%	-5%	-3%	i	0	36	4	4.1%	6%	0%	2.8	51
NC(=O)c1nsc(C(=O)N(CCc2ccccc2)C(C(=O)NC2CCCC2)c2ccco2)c1N (stereo not given)	2.5%	3%	11%	i	1	12	3	1.1%	2%	-1%	5.5	54
CN(C(=O)c1cccc(S(=O)(=O)N2CCOCC2)c1)c1c(N)n(Cc2ccccc2)c(=O)[nH]c1=O	0.6%[50 µM]	/	/	/	/	/	/	0.4%	/	-6%	0.6	71
CCC(=NCCN1CCNCC1)C1=C(O)CC(C)(C)CC1=O	4.8%	-2%	-4%	i	2	16	23	0.7%	11%	-1%	1.0	53
Cc1nc(NCC2CCCO2)[nH]c(=O)c1CCC(C)C (stereo not given)	-0.2%	-6%	-7%	i	-9	-1	23	0.0%	4%	7%	0.9	34
COC(=O)c1ccccc1NC(=O)CSc1nncn1C	0.5%	1%	7%	i	-1	-6	7	1.9%	-12%	-8%	-0.7	71

Assay outcomes deposited in PubChem BioAssay by several laboratories.
